# PLK1 PBD block – blocks phosphopeptide binding to human PLK1 polo-box domain; P53350; Plk1 PBD binding of FITC phosphopeptide, fluorescence polarization; Potency, µM, inactives show max response, negative = inhibition, hits mostly inhibitors; 360,000 tested, 2.8% active; AID 720504; further: potency means the concentration at half of the fitted maximal effect; series mostly up to about 57 µM; on the % scale 0 is the no-effect control and ±100 the full control effect; nearly all actives have a fitted effect of over 65% in size
# PI5P4K alpha inh – inhibitors of human PI5P4K alpha | max response, % | P48426 | 330,000 tested, 1.2% active | AID 652105 | PI5P4Kalpha enzyme, ADP-Glo luminescence, 60 min; hits give low values; active means max response of -50% or lower; inconclusive means between -30% and -50%; inactive means -30% or higher; further: value at the top dose of about 77 µM; on the % scale 0 is the no-effect control and ±100 the full control effect
#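 ADP-Glo luminescence end-point after a 60 min room-temperature kinase reaction. PI5P4Kalpha and substrate in HEPES pH 7.4 buffer with EGTA, 0.1% CHAPS and 5% DMSO; ATP at 5 microM final.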
# aSyn rescue – inhibitors of alpha-synuclein toxicity in yeast; Yeast expressing alpha-synuclein, growth rescue, BacTiter-Glo, 24 h; Potency, µM (highest dose often 46.1 µM), inactives show at the highest dose growth rescue (activation), hits mostly activators; 370,000 tested, 0.14% active; further: potency means the concentration at half of the fitted maximal effect; % of control where 0% means no effect; nearly all actives have a fitted effect of over 65% in size
#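 Screening used galactose-induced yeast with toxic alpha-synuclein levels, exposed to compound for 24 hr at 30 deg C. Cell growth, read with BacTiter-Glo luminescence, gave the measured signal.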
# Abeta yeast res – compounds reversing amyloid beta toxicity in yeast; yeast expressing A-beta42, growth rescue, OD600, 48 h; response scale: 0% DMSO, 100% iron-clioquinol control; Potency, µM (top dose mostly 46.1 µM), inactives show at the top dose growth rescue, actives largely listed as activators; 410,000 tested, 0.063% active; AID 1347071; further: potency means the concentration at half of the fitted maximal effect; nearly all actives have a fitted effect of over 55% in size
#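 Growth rescue measured by 600 nm absorbance after 48 h yeast culture at 30 C with compound. Values normalized between DMSO and an equimolar ferric chloride plus clioquinol control.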
# IL-2 act – IL-2 activation. activation, % (series mostly up to about 46 µM). IL-2 activation reporter assay, cell-based qHTS; stimulated with anti-CD3/CD4/CD28 beads; in transgenic mouse T cells. AID 652025. 360,000 tested, 0.065% active; in the data active means activation above about 50%; inconclusive means mostly about 30% to 49%; further: 0% is about no effect
#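 Readout: EGFP and DsRed signals by fluorescent plate cytometry. Unstimulated transgenic mouse T cells received compound 60 min before antibody-bead stimulation, then incubated 18 h at 37 degrees C.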
# EPAC1 agonist – activates human EPAC1 exchange factor; O95398; EPAC1 agonist qHTS, biochemical assay; response scale: 100% = response to 6.5 mM cAMP; Potency, µM (series often up to 154 µM), inactives show top-dose activation, usual class: activators; 360,000 tested, 0.073% active; AID 720707; further: potency means the concentration at half of the fitted maximal effect; nearly all actives have a fitted effect of over 60% in size
#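 Compounds were pinned as a concentration titration into mixtures of EPAC1 (100 nM), BODIPY-GDP-loaded Rap1B (250 nM) and GDP (50 uM). After 5 min at room temperature, fluorescence was followed for 30 min; activity was scaled to 6.5 mM cAMP.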
# FUS yeast rescue – FUS proteinopathy suppression in yeast; Potency, µM (titrated, usually from 76.6 µM), without a hit: at the top dose growth rescue (activation), actives largely listed as activators; AID 1347120; S. cerevisiae FUS-expressing, growth rescue, OD600, 24 h; 390,000 tested, 0.24% active;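 further: potency means the concentration at half of the fitted maximal effect; plate controls were DMSO vehicle for no effect and reference control for full effect; nearly all actives have a fitted effect of over 55% in size; some results filed as inactive show a strong effect at the top dose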
#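 Galactose (2%) drives FUS expression in yeast precultured in raffinose; seeding density OD 0.005. Test compounds incubated 24hr at 30C and 99% humidity before absorbance at 600 nm was measured.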
# WRN helicase inh – WRN helicase (human) inhibition. Q14191. WRN helicase unwinding, fluorescent forked duplex, kinetic. Potency, µM (highest dose often 114 µM), inactives show top-dose activity change, negative = inhibition, usual class: inhibitors. 360,000 tested, 0.46% active; further: potency means the concentration at half of the fitted maximal effect; on the % scale 0 is the no-effect control and ±100 the full control effect; nearly all actives have a fitted effect of over 55% in size
# Target sequence (Q14191 whole entry, looked up): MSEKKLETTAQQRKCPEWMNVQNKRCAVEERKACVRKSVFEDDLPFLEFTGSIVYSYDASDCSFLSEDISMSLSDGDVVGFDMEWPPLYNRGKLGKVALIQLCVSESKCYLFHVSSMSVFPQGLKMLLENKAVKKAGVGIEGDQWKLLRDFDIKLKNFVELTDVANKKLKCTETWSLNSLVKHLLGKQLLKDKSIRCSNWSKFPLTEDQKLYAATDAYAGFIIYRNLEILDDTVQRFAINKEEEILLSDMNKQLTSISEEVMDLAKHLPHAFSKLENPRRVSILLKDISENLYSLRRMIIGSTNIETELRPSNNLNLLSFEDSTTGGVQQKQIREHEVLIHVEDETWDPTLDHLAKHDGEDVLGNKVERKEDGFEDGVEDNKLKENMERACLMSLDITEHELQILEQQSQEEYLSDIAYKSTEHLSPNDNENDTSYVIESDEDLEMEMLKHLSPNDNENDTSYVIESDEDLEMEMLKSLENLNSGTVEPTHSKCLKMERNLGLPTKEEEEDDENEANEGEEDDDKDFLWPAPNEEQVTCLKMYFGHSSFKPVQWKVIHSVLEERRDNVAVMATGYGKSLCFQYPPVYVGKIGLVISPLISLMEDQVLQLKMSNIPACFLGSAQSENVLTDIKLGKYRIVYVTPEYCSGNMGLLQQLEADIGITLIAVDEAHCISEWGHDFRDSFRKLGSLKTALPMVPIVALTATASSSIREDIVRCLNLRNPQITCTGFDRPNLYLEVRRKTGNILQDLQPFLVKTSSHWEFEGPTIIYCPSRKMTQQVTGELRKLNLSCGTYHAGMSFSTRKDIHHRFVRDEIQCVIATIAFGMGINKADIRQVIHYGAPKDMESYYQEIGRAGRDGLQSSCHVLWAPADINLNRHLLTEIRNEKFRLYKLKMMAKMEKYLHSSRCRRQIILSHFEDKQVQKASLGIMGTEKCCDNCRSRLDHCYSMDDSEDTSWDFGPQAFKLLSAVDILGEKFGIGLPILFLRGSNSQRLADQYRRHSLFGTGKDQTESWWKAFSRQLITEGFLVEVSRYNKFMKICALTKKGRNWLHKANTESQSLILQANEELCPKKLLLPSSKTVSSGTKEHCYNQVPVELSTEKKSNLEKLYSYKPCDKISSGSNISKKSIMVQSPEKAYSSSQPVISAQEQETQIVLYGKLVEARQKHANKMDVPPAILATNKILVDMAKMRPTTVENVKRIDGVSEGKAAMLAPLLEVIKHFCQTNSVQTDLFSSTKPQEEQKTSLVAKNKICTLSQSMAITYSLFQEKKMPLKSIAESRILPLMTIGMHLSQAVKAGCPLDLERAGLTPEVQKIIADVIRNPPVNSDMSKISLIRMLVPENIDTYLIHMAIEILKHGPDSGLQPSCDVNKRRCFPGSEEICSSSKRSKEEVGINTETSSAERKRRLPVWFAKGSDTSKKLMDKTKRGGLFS
#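 Primary qHTS, 1536-well format. 20 nM WRN + compound, 15 min RT; start with 100 nM forked fluorophore/quencher duplex, 2 mM ATP (final); kinetic read ex 525/em 598 nm.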
# EPAC1 antag – blocks human EPAC1 exchange factor. AID 720709. Potency, µM (series often up to 115 µM), for the others: top-dose activity change, negative = inhibition, most hits filed as inhibitors. O95398. EPAC1 GEF assay, Rap1b-BODIPY-GDP exchange fluorescence. 360,000 tested, 0.14% active;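 further: potency means the concentration at half of the fitted maximal effect; plate controls were vehicle for no effect and positive control for full effect; nearly all actives have a fitted effect of over 50% in size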
# * marks the source's active call; other numbers are inactive results; ? = inconclusive; / = no result given; [ ] = remark or other dose. Unless noted, the call rests on the fitted dose curve; in most records, active means well fitted curve in the direction sought with a large enough effect; inconclusive means small, poorly fitted or top-dose-only effect, or another doubt; inactive means no such curve, though single readings can be large; an effect the other way counts as inactive or inconclusive. Outcome played no part in choosing rows; overall some 4.1% were active at least once.
# Start of the listing, in advance:
SMILES,PLK1 PBD block,PI5P4K alpha inh,aSyn rescue,Abeta yeast res,IL-2 act,EPAC1 agonist,FUS yeast rescue,WRN helicase inh,EPAC1 antag
N=C1C(c2nc3ccccc3s2)=C(O)CN1Cc1ccccc1,-15%,0,1%,-18%,1.2,5%,13%,6%,1%
CN1C(=O)[C@H](Cc2ccc([N+](=O)[O-])cc2)NC1=S,-21%,0,-2%,-23%,0.2,10%,-5%,2%,8%
O=C(N/N=C/c1ccc(O)cc1)c1csc2c1CCCC2,-3%,3,-5%,6%,0.1,9%,0%,-14%,-3%
N#CC1=C(N)C2=CCCC[C@H]2[C@H](c2ccc(Br)cc2)C1(C#N)C#N,?,0,6%,3%,-2.5,2%,/,-26%,8%

# This part in full, from the start:
SMILES,PLK1 PBD block,PI5P4K alpha inh,aSyn rescue,Abeta yeast res,IL-2 act,EPAC1 agonist,FUS yeast rescue,WRN helicase inh,EPAC1 antag
N=C1C(c2nc3ccccc3s2)=C(O)CN1Cc1ccccc1,-15%,0,1%,-18%,1.2,5%,13%,6%,1%
CN1C(=O)[C@H](Cc2ccc([N+](=O)[O-])cc2)NC1=S,-21%,0,-2%,-23%,0.2,10%,-5%,2%,8%
O=C(N/N=C/c1ccc(O)cc1)c1csc2c1CCCC2,-3%,3,-5%,6%,0.1,9%,0%,-14%,-3%
N#CC1=C(N)C2=CCCC[C@H]2[C@H](c2ccc(Br)cc2)C1(C#N)C#N,?,0,6%,3%,-2.5,2%,/,-26%,8%
Cc1cc(O)c(C=Nc2cccc(Cl)c2)c(=O)o1,-4%,4,-3%,-3%,-1.4,11%,6%,-11%,-1%
COC(=O)CCSCC(=O)Nc1ccc(S(=O)(=O)N2CCOCC2)cc1OC,?,1,0%,10%,-2.0,-3%,4%,-1%,-14%
CC(=O)Nc1ccc(NC(=O)C(C)Sc2nc3ccccc3c(=O)n2Cc2ccco2)cc1 (stereo not given),-3%,0,-4%,15%,1.1,?,27%,-9%,-4%
COc1cccc(NC(=O)c2ccc(NC(=O)C3CC(=O)OC34CCCCC4)cc2)c1 (stereo not given),1%,-7,-6%,-11%,-1.6,1%,13%,-4%,?
COc1ccc(NS(=O)(=O)c2ccc(NC(=O)C3CC3)cc2)cc1,-3%,-8,1%,0%,-4.4,-2%,/,-13%,-13%
CCOc1ccc(OCC)c(S(=O)(=O)NNC(=O)c2c(C)nc3ccccn23)c1,3%,4,2%,9%,2.9,-2%,/,-14%,-28%
COC(=O)c1ccc(N2C(=O)Nc3ccccc3N2O)cc1,-5%,1,-2%,-3%,-2.4,6%,17%,-2%,12%
O=C(COC(=O)c1cccc(S(=O)(=O)N2CCOCC2)c1)NCc1ccccc1,-2%,-6,8%,20%,-0.1,2%,-5%,-21%,-11%
O=C(Oc1coc(CSc2ncccn2)cc1=O)c1ccc(Br)o1,-22%,-9,?,?,-2.9,-1%,9%,2%,-7%
CCCc1nc2ccc([N+](=O)[O-])cc2[nH]1,-4%,-2,-7%,-2%,0.3,10%,19%,7%,4%
Cc1ccc(NC(=O)Nc2ccccc2C(=O)NCc2ccccc2)cc1,-5%,-1,-4%,15%,-2.0,-9%,-19%,0%,5%
C[C@H](CO)N1C[C@H](C)[C@@H](CN(C)Cc2ccc3c(c2)OCO3)Oc2c(NC(=O)C3CCCCC3)cccc2C1=O,4%,-4,-15%,4%,-0.2,-8%,5%,-8%,-11%
COCCN(C(=O)c1ccccc1)c1nc(-c2ccc(OC)cc2)cs1,1%,11,0%,4%,0.1,-2%,16%,0%,-19%
O=C(COc1ccc(Br)cc1)Nc1nnc(-c2cccnc2)s1,30µM*,-1,-5%,-12%,-2.5,0%,2%,10%,3%
CC1CCN(C(=O)COC(=O)CCc2c[nH]c3ccccc23)CC1,-13%,2,-4%,-2%,2.3,0%,-24%,1%,0%
COc1cccc(C(C)(O)c2nc(-c3cnc4ccccc4c3)cs2)c1 (stereo not given),2%,-2,23%,8%,0.9,-2%,40%,-3%,-5%
CN1CCN(c2ccccc2NC(=O)c2ccc(-c3ccc(Cl)c(Cl)c3)o2)CC1,4%,-3,-12%,26%,-4.0,2%,-1%,-8%,-17%
COc1ccc(N2CCN(C(=O)COc3ccc4c(C)c(C)c(=O)oc4c3C)CC2)cc1,-4%,3,3%,-3%,-0.6,5%,-11%,4%,-29%
O=C(O)c1cc(-c2ccc(/C=N/N3C(=O)C4C5C=CC(C6CC56)C4C3=O)o2)ccc1Cl (stereo not given),-18%,-16,0%,-7%,-0.2,1%,2%,-1%[11.6 µM],-7%
COc1ccccc1N1CCN(CC(=O)NCCc2ccc(S(N)(=O)=O)cc2)CC1,-15%,-1,-1%,-10%,0.6,13%,29%,-29%,-6%
CC(CN1CCCCC1)C(=O)NNC(=O)C12CC3CC(CC(C3)C1)C2 (stereo not given),-3%,-7,1%,1%,-0.8,-3%,-3%,1%,4%
# Further results
SMILES,PLK1 PBD block,PI5P4K alpha inh,aSyn rescue,Abeta yeast res,IL-2 act,EPAC1 agonist,FUS yeast rescue,WRN helicase inh,EPAC1 antag
COC(=O)N/N=C/c1ccc(-c2ccc(Cl)cc2Cl)o1,-2%,8,6%,9%,0.0,11%,22%,7%,11%
CCCC(=O)Nc1cc(-c2nn(C)c(=O)c3ccccc23)ccc1N1CCOCC1,-12%,1,-4%,-7%,0.3,-3%,54%,9%,-10%
O=C(Nc1nccs1)c1cc(S(=O)(=O)N2CCOCC2)ccc1Cl,-3%,0,2%,19%,-0.1,2%,-6%,4%,12%
COc1ccc(CNc2cc(C)nc3ncnn23)c(OC)c1,-1%,/,-8%,2%,5.6,1%,35%,-12%,14%
O=c1c2[nH]c3ccc(F)cc3c2nc2n1CCS2,-4%,-6,6%,-17%,1.7,4%,-14%,-10%[57.1 µM],-2%
CC(/C=N/NC(=O)c1ccc(Br)cc1)=C\c1ccccc1,-5%,/,2%,14%,-2.8,-5%,25%,-22%,5%
CCOC(=O)C1(CCc2ccccc2)CCN(C(=O)c2cccc(C)n2)CC1,-4%,20,8%,12%,-2.2,2%,0%,6%,1%
C[C@H](CO)N1C[C@H](C)[C@@H](CN(C)S(=O)(=O)c2cccs2)OCc2cnnn2CCCC1=O,-19%,-4,2%,-6%,-2.9,4%,-27%,7%,-18%
CCCn1c(=O)c(-c2nc3ccccc3[nH]2)c(O)c2ccccc21,-3%,3,-8%,-19%,-3.8,0%,-19%,3%,-28%
Cc1ccc(CSc2nc3ccsc3c(=O)n2Cc2ccccn2)cc1,-11%,1,3%,9%,-4.9,5%,/,-19%,-17%
O=C(c1ccco1)N1CCN(C(=O)c2ccc(CS(=O)c3ccc(Cl)cc3)o2)CC1 (stereo not given),-17%,2,-4%,5%,-1.2,5%,-3%,-6%,-29%
COCCCN(Cc1ccco1)C(=O)c1cc2c(s1)-c1ccc(Cl)cc1S(=O)(=O)C2,-8%,-6,-5%,-9%,-5.0,-11%,-12%,1%,8%
COc1ccc(NC(=O)COC(=O)/C=C/c2ccccc2[N+](=O)[O-])cc1,-1%,4,5%,1%,0.7,8%,12%,-34%[57.1 µM],35%[activator]
CCOC(=O)C1(C)CCCCN1C(=O)c1cccnc1 (stereo not given),2%,7,1%,-8%,0.0,11%,-14%,-1%,-3%
CCc1ccc(NC(=O)C(=O)NNC(=O)c2cccs2)cc1,-20%,-1,-16%,-9%,-0.4,4%,17%,10%,4%
COc1ccc(Cl)cc1NC(=O)C1CCCO1 (stereo not given),-4%,-9,-6%,3%,0.9,13%,11%,-3%,-10%
CSc1ccc(CNC(=O)C(C)n2nc(C)c3c(C)n(-c4ccccc4)nc3c2=O)cc1 (stereo not given),21µM*,-9,6%,-8%,-1.8,-1%,2%,-3%,-5%
CCc1nc2c(n1O)CCc1nonc1-2,-4%,/,-16%,-15%,-1.4,2%,-1%,-31%,2%
CCCCn1c(=O)[nH]c(=O)c2c(C(=O)OCC)cc(-c3cccs3)nc21,8%,-12,0%,-15%,0.5,3%,-4%,-5%,9%
CCN(c1ccccc1)S(=O)(=O)c1ccc(F)cc1,-1%,/,0%,4%,-0.5,2%,3%,3%,-2%
CCC(CC)c1nnc(NC(=O)c2cccnc2SC)s1,-5%,10,-5%,-12%,1.3,-1%,18%,-3%,6%
NC(=S)N/N=C/c1ccc(-c2cc(Cl)cc(Cl)c2)o1,-24%,?,11%,?,0.7,-11%,15%,-12%,4%
COc1ccc(N(CC(=O)NCc2ccco2)S(C)(=O)=O)cc1,0%,/,-5%,1%,-1.9,4%,-8%,-5%,11%
Cc1cccc(C)c1NC1=C(Cl)C(=O)OC1OC(=O)c1ccccc1 (stereo not given),-30%,-2,-5%,19%,-0.4,4%,26%,-2%,-15%
COc1cccc(NC(=O)CN(C)C(=O)/C=C/c2cc(OC)ccc2OC)c1,0%,0,4%,23%,0.1,-4%,/,4%,-7%
CCCn1nc(C(=O)OCc2nc(N)nc(Nc3ccccc3C)n2)c2ccccc2c1=O,0%,-10,2%,1%,0.0,4%,/,0%,-6%
COCCCn1c(SCC(=O)Nc2ccccc2F)nnc1-c1ccoc1C,-4%,1,2%,-11%,-0.7,7%,-5%,-5%,-4%
Cc1onc(-c2ccccc2)c1C(=O)Nc1cccc(S(=O)(=O)NC2=NCCC2)c1,-12%,1,5%,8%,1.1,-2%,-16%,-7%,-37%
CN(C)CC(=O)N1c2ccccc2Sc2ccc(Cl)cc21,-12%,-2,0%,-10%,-3.0,-9%,16%,3%,?
COc1ccccc1C(NC(=O)CC(C)C)c1c(O)ccc2ccccc12 (stereo not given),6%,5,2%,1%,0.2,-1%,11%,-6%,-7%

# Part of the list above, with two lines to a compound.
# The line under a structure holds: PLK1 PBD block, PI5P4K alpha inh, aSyn rescue, Abeta yeast res, IL-2 act, EPAC1 agonist, FUS yeast rescue, WRN helicase inh, EPAC1 antag
CCOC(=O)C1(C)CCCCN1C(=O)c1cccnc1 (stereo not given)
 : 2%, 7, 1%, -8%, 0.0, 11%, -14%, -1%, -3%
CCc1ccc(NC(=O)C(=O)NNC(=O)c2cccs2)cc1
 : -20%, -1, -16%, -9%, -0.4, 4%, 17%, 10%, 4%
COc1ccc(Cl)cc1NC(=O)C1CCCO1 (stereo not given)
 : -4%, -9, -6%, 3%, 0.9, 13%, 11%, -3%, -10%

# From PubChem BioAssay
